Screens (PubChem BioAssay)
GLP-1R inv ag: inverse agonists of human GLP-1 receptor. AID 624417. Potency, µM (series often up to 38.3 µM), for the others: at the highest dose activity change, negative = inhibition, usual class: inhibitors. 1.6% of 410,000 active. P43220. HEK293 GLP-1R CRE-luciferase, luminescence, 24 h; GLP-1R form is constitutively active; also: potency is read from the fitted curve at half-maximal effect; % is scaled to controls: 0 for no effect and ±100 for the full control effect; nearly all actives have a fitted effect of over 55% in size
Target sequence (P43220 whole entry, looked up): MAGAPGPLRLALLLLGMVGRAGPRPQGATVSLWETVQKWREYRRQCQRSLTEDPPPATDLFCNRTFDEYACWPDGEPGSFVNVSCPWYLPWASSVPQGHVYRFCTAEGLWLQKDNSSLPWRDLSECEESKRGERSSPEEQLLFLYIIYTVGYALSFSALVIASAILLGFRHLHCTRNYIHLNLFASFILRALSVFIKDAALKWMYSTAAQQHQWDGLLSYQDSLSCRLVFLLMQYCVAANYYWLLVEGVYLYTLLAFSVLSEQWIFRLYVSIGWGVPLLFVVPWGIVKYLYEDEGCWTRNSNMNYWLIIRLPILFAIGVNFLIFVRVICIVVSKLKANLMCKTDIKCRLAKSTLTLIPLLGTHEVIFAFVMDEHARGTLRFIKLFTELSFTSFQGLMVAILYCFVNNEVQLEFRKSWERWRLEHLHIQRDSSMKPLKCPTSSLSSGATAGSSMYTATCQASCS
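Assay principle: reduced luminescence from a cAMP-responsive reporter in HEK293 cells co-expressing a constitutively active GLP-1R. Conditions: 24 hr compound incubation, 37 deg C, 5% CO2.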
HEK293 tox: cytotoxicity in counter-screen for GLP-1R inverse agonists; HEK293 cAMP-luciferase reporter cells, luminescence, 24 h; Potency, µM (doses to about 38.3 µM), for inactives: at the highest dose activity change, negative = inhibition, usual class: inhibitors; 0.13% of 410,000 active;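 also: loss of luciferase light is scored as toxicity; potency is read from the fitted curve at half-maximal effect; % is scaled to controls: 0 for no effect and ±100 for the full control effect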
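MLSMR compounds, 24 hr on cells at 37 deg C/5% CO2; luminescence after luciferase reagent (12 min RT). Inhibition counted as the undesired cytotoxic outcome.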
PI5P4K alpha inh: inhibitors of human PI5P4K alpha; PI5P4Kalpha enzyme, ADP-Glo luminescence, 60 min; active compounds read low; P48426; 1.2% of 330,000 active; max response, %; active = max response of -50% or lower; inconclusive = between -30% and -50%; inactive = -30% or higher; also: value at the top dose of about 77 µM; % is scaled to controls: 0 for no effect and ±100 for the full control effect
Target sequence (P48426 whole entry, looked up): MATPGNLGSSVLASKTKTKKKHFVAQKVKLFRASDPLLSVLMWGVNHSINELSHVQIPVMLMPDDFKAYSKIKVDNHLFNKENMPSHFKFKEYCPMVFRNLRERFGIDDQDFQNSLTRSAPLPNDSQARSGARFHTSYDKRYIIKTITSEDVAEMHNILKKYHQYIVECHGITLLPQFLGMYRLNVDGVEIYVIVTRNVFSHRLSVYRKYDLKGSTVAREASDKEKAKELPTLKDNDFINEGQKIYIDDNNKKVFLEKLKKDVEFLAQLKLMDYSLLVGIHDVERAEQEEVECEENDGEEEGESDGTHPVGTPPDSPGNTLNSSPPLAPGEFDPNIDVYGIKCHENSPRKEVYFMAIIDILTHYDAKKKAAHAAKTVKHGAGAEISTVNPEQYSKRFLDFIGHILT
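Controls without substrate or without enzyme flank wells where PI5P4Kalpha converts substrate using 5 microM ATP (final). Incubation lasts 60 minutes at room temperature; ADP formed is read by ADP-Glo luminescence.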
PLK1 PBD block: blocks phosphopeptide binding to human PLK1 polo-box domain; Plk1 PBD binding of FITC phosphopeptide, fluorescence polarization; P53350; 2.8% of 360,000 active; Potency, µM, without a hit: max response, negative = inhibition, hits mostly inhibitors; AID 720504; also: potency is read from the fitted curve at half-maximal effect; series mostly up to about 57 µM; % is scaled to controls: 0 for no effect and ±100 for the full control effect; nearly all actives have a fitted effect of over 65% in size
DRD3 antagonist: blocks the human D3 dopamine receptor; D3R cells, DiscoveRx beta-arrestin luminescence, antagonist mode; active compounds read low; 2.5% of 360,000 active; P35462; max response, negative = inhibition, %; in the data active = max response below about -50%; inconclusive = no clear call, values can overlap the other calls; also: % is scaled to controls: 0 for no effect and ±100 for the full control effect; mostly tested at two doses, the higher about 12 µM
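Cells expressing the human receptor were seeded at 1500 cells/well, incubated overnight at 37 degrees C in 5% CO2, then exposed to library compounds with dopamine controls for 90 minutes at 37 degrees C before luminescent detection.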
WRN inhibitor: WRN helicase (human) inhibition; 0.46% of 360,000 active; Q14191; WRN helicase unwinding, fluorescent forked duplex, kinetic; Potency, µM (series often up to 114 µM), for the others: at the top dose activity change, negative = inhibition, hits mostly inhibitors; AID 651768; also: potency is read from the fitted curve at half-maximal effect; % is scaled to controls: 0 for no effect and ±100 for the full control effect; nearly all actives have a fitted effect of over 55% in size
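Kinetic fluorescence helicase assay: unwinding of a quenched forked DNA duplex (100 nM final) with 2 mM ATP final raises red fluorescence (525/598 nm). Compounds sat 15 min at room temperature with 20 nM WRN beforehand.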
D3 ag: D3 dopamine receptor (human) agonism; P35462; D3R DiscoveRx beta-arrestin cells, luminescence, 90 min; max activation, %; 0.58% of 410,000 active; in the data active = max activation above about 30%; also: 0% is about no effect; mostly tested at two doses, the higher about 12 µM
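Agonist mode: compounds and dopamine controls were applied to plated cells for 90 min at 37 degrees C after an overnight attachment at 1500 cells/well. Luminescent read-out followed 30 - 60 minutes at room temperature with DiscoveRx detection reagent.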
IL2 activator: IL-2 activation. IL-2 activation reporter assay, cell-based qHTS; stimulated with anti-CD3/CD4/CD28 beads; in transgenic mouse T cells. activation, % (series mostly up to about 46 µM). 0.065% of 360,000 active. AID 652025; in the data active = activation above about 50%; inconclusive = mostly about 30% to 49%; also: 0% is about no effect
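Unstimulated transgenic mouse T cells preincubated 60 min with compound, then stimulated with anti-CD3/anti-CD4-coated beads plus anti-CD28 for 18 h at 37 degrees C. IL-2 response read as EGFP and DsRed fluorescence by plate cytometry.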
GLP-1R agonist: agonists of human GLP-1 receptor; P43220; Potency, µM (highest dose often 45.6 µM), inactives show at the highest dose activation, hits mostly activators; AID 624172; HEK293 GLP-1R CRE-luciferase, luminescence, 4-6 h; cells express a hypersensitive GLP-1R form; 0.007% of 380,000 active; also: potency is read from the fitted curve at half-maximal effect; % of control where 0% means no effect
An asterisk follows results filed as active; ? = inconclusive; . = not tested or not shown; & = joins results of further samples; [ ] = dose if it differs, or a comment. Unless noted, calls follow the shape of the dose curve; as a rule, active = well fitted curve in the direction sought with a large enough effect; inconclusive = small, poorly fitted or top-dose-only effect, or another doubt; inactive = no such curve, though single readings can be large; an effect the other way counts as inactive or inconclusive. The list is partial, so the mix of outcomes need not match the whole.

SMILES	GLP-1R inv ag	HEK293 tox	PI5P4K alpha inh	PLK1 PBD block	DRD3 antagonist	WRN inhibitor	D3 ag	IL2 activator	GLP-1R agonist
Cc1ccc2c(c1)C1CN(C)CCC1N2C(=O)c1ccccc1NS(=O)(=O)c1cccc(C(F)(F)F)c1 (centres undefined)	?	1%	0	-7%	-8	-11%	1	-1.9	0%
Cc1nccc(-c2cccc(N/N=C(\C#N)C(=O)c3ccccc3)c2)n1	-5%	?	-20	-11%	33	-12%	-1	-0.7	21%
Cc1cccc(-n2c(/C=C/c3ccc([N+](=O)[O-])o3)nc3ccccc3c2=O)c1	64%[activator]	1%	-14	18%	6	-3%	15	-1.1	?
COc1cccc(CCNCc2c(F)cccc2F)c1	-25%	0%	-5	?	-14	0%[57.1 µM]	2	-0.6	17%
CCn1c(O)c(C=Nc2cc(Cl)ccc2Cl)c(=O)n(CC)c1=O	-24%	-16%	-3	5%	5	-5%	-1	-2.5	1%
COc1ccc(-n2c(O)c(/C=C3\C=Nc4ccc(Br)cc43)c(=O)[nH]c2=O)cc1	1%	-3%	-11	1.1µM*	12	-6%[57.1 µM]	-6	-1.0	-2%
CC1(C)C2([N+](=O)[O-])CNCC1([N+](=O)[O-])CNC2	-5%	1%	0	1%	0	-4%	1	0.0	-1%
Clc1ccc(C[n+]2c(-c3ccccc3)cc(-c3ccccc3)cc2-c2ccccc2)cc1	?	?	-14	-10%	0	0%	-8	-0.1	-5%
COC(=O)C1=C(c2ccc(F)cc2F)C[C@@H]2CC[C@H]1N2C(=O)NC1CCCCC1	-10%	1%	0	3%	-20	11%	-7	0.0	0%
Cc1nn(-c2ccccc2)c(Cl)c1/C=C(/CC(=O)O)c1nc2ccccc2s1	?	-15%	-5	-11%	-10	3%	-8	0.5	1%
CC12CCC(=O)C=C1C=CC1C2CCC2(C)C(O)CCC12 (centres undefined)	92%[activator]	-3%	-1	-8%	1	3%	0	-0.3	20%
CC(=NCCN1CCCCC1)c1c(O)n(-c2ccc(Cl)cc2)c(=O)[nH]c1=O	7%	-16%	.	-12%	4	6%	1	1.5	-6%
CC(C)n1c(O)c(C=NCc2ccccc2)c(=O)[nH]c1=S	6%	11%	3	-5%	12	-8%	2	0.0	20%
CCCCOc1ccc(CCN)cc1Cl	1%	-6%	10	4%	17	-3%	-7	-2.3	0%
CCC(=NC(C)c1ccccc1)c1c(O)n(C)c(=O)n(C)c1=O (centres undefined)	59%[activator]	-1%	.	-2%	56	8%	2	-3.4	?
O=C(CN1C(=O)c2ccccc2S1(=O)=O)NCCSCc1c(F)cccc1Cl	9%	?	-10	-3%	5	-11%	14	-1.8	12%
CCOP(=S)(OCC)C(O)CCCCCn1c(=O)c(F)cn(C2CCCO2)c1=O (centres undefined)	3%	9%	0	-4%	7	-26%	5	0.4	-1%
CN(C)CCN(C(=O)C1CCCCC1)c1nc2cc3c(cc2s1)OCCO3	-27%	?	0	-3%	?	6%	-13	-2.3	-5%
Cc1cccc(NC(N)=S)c1	-1%	0%	.	-8%	-20	-6%	-6	-1.4	-4%
CCCC(=O)NC(Oc1ccc(Cl)cc1Cl)C(Cl)(Cl)Cl (centres undefined)	-4%	2%	.	?	3	-18%	0	0.6	1%
Cc1cccc(/C=C(\c2nc3ccccc3[nH]2)S(=O)(=O)c2ccccc2)c1	5µM*	8.9µM*	-3	-19%	-62*	-32%[57.1 µM]	-16	-5.9	0%
O=C(c1cccn2c(=O)c3ccccc3nc12)N1CCC2(CC1)OCCO2	0%	118%[activator]	.	0%	-15	1%	11	1.3	-7%
Cc1ccc(C(=O)/C=C/c2cc(Br)cc(Br)c2O)o1	?	?	-28	27µM*	0	79µM*	-6	-3.3	-12%
CN1CCN(c2ccc(Nc3ccnc4cc(Cl)ccc34)cc2)CC1	2µM*	3.5µM*	1	-9%	-21	?	-6	-1.6	-2%
C[C@@H]1CCCCO[C@H](CN(C)Cc2ccc(C(F)(F)F)cc2)[C@H](C)CN([C@@H](C)CO)C(=O)c2cc(NC(=O)Cc3ccccc3)ccc2O1	2.8µM*	?	2	-10%	-28	-7%	-8	-3.9	6%
Further compounds follow:
SMILES	GLP-1R inv ag	HEK293 tox	PI5P4K alpha inh	PLK1 PBD block	DRD3 antagonist	WRN inhibitor	D3 ag	IL2 activator	GLP-1R agonist
CCN(CC)CCCN=Cc1c(O)n(CCc2ccc(F)cc2)c(=O)[nH]c1=O	-15%	0%	-15	-10%	-27	8%	-12	0.6	1%
CN(c1ccccc1)S(=O)(=O)c1ccc2ccccc2c1	?	-5%	6	-11%	8	-1%	-4	-1.8	5%
CC1(C)C(=O)C=C[C@]2(C)[C@H]3CC[C@@]4(C)[C@H](c5ccoc5)OC(=O)[C@H]5O[C@]54[C@]3(C)[C@H](O)C[C@@H]12	3%	6%	0	-1%	-6	17%	10	-0.1	3%
Nc1ccc2nonc2c1[N+](=O)[O-]	3%	-32%	-28	19µM*	-1	-8%	0	10	3%
CCCCC(CC)CNCC(O)c1ccccc1 (centres undefined)	-3%	-1%	-8	-4%	-9	-1%	-6	-0.2	21%
Cn1c(O)c(/C=N/N2CCOCC2)c(=O)n(-c2ccccc2)c1=S	-9%	-2%	-6	-4%	-5	-30%	-12	1.7	-4%
Cc1cc(Cl)ccc1C(=O)C1CCCN(C2CCSCC2)C1 (centres undefined)	?	-21%	24	4%	-76*	1%	-25	-0.2	3%
CCCCc1ccc2[nH]cc(CCN)c2c1	10µM*	?	.	-7%	-1	7%	65*	-2.5	-1%
COc1ccc(CN2CCNC(=O)C2CC(=O)N(C)Cc2ccncn2)c(OC)c1 (centres undefined)	31%[activator]	-11%	-2	-7%	8	4%[57.1 µM]	5	-0.7	3%
COc1cc(CNC(C)(C)CO)cc(Br)c1OCc1ccc(Cl)cc1	?	?	13	-5%	-11	-1%	3	-0.5	-4%
CN1CCN(/N=C/c2c[nH]c3ccccc23)CC1	10%	-1%	6	-3%	-11	-15%	-15	-0.7	9%
O=C1CC(N2CCC(n3c(=O)[nH]c4ccccc43)CC2)C(=O)N1c1ccc(F)cc1 (centres undefined)	8%	-12%	-5	-16%	12	8%	6	0.1	-2%
Cc1nn(-c2ccccc2)c(C)c1NC(=O)COC(=O)Cc1ccccc1	12%	-4%	6	-5%	-6	11%	2	-1.4	15%
OC1(c2ccc(F)cc2)CC2CCC(C1)N2Cc1nnnn1C1CCCCC1 (centres undefined)	-5%	5%	.	-6%	?	1%	-20	-2.2	0%
COC(=O)C1=C(c2ccc(OCc3ccccc3)cc2)C[C@@H]2CC[C@H]1N2C(=O)NCCc1ccc(F)cc1	?	-25%	3	-10%	7	-2%	1	-1.1	4%
CN1C2CCC1CC(OC(c1ccccc1)c1ccccc1)C2 (centres undefined)	?	?	2	-9%	?	0%	-21	-1.8	2%&8%
O=c1[nH]c(CN2CC=C(c3ccccc3)CC2)nc2cc(C(F)(F)F)ccc12	0%	-7%	4	-1%	-27	-3%	-1	-0.2	-16%
CCCCn1c(C)c(C(=O)OCC)c2c(CN3CCOCC3)c(O)ccc21	?	-20%	.	-6%	13	-4%	-7	-0.8	4%
N#Cc1cc2c(nc1SCC(=O)Nc1cc(Cl)cc(Cl)c1)C1CCN2CC1	0%	4%	.	1%	-9	0%	4	-0.1	-12%
O=C(COC(=O)Cc1ccccc1)Nc1ccc(F)cc1	-7%	-10%	0	-10%	6	1%	3	-2.4	9%
c1ccc2cc(C3N4CCCN34)ccc2c1 (centres undefined)	11%	11%	6	-5%	11	2%	4	-0.5	2%
O=C(c1cccc([N+](=O)[O-])c1)C12CN3CN(CN(C3)C1)C2	-7%	6%	-6	-7%	-20	5%	-9	-4.1	-2%
CCC1(NS(=O)(=O)c2ccc(N)cc2)C(=O)N(C)C(=O)N(C)C1=O	-3%	9%	4	-5%	27	-3%	13	-3.4	1%
CCc1cccc(C)c1NC(=S)N1CC2CC(C1)c1cccc(=O)n1C2 (centres undefined)	7%	23%	10	-23%	-10	5%	5	-2.0	-1%
C[C@H](CO)N1C[C@H](C)[C@H](CN(C)S(=O)(=O)c2ccc(Cl)cc2)OCc2ccccc2-c2c(n(C)c3ccccc23)C1=O	?	?	7	-24%	20	3%	2	-4.5	9%
Next section
SMILES	GLP-1R inv ag	HEK293 tox	PI5P4K alpha inh	PLK1 PBD block	DRD3 antagonist	WRN inhibitor	D3 ag	IL2 activator	GLP-1R agonist
COc1ccc(/C=C/C(=O)NC(=S)N2C[C@H]3C[C@H](C2)c2cccc(=O)n2C3)cc1	9%	-1%	6	-3%	24	-2%	-9	2.0	9%
C=CCN=C(SCC(=O)c1ccc(Cl)cc1)c1c(O)n(C)c(=O)n(C)c1=O	-10%	-4%	0	?	29	2%	-2	-0.7	3%
CCN1CCN(C(=O)Cc2ccc(C)cc2)CC1	16%	8%	1	-4%	-15	-11%	-10	-0.1	4%
CN(C)P(=S)(Nc1ccccc1)C(Cl)(Cl)Cl (centres undefined)	-23%[7.66 µM]	1%[7.66 µM]	4	-7%	10	1%	-2	0.5	5%
CC(C)(O)/C=C/C(=O)[C@](C)(O)C1[C@H](O)C[C@@]2(C)C3CC=C4C(C[C@H](O)[C@@H](O)C4(C)C)[C@]3(C)C(=O)C[C@]12C (some centres undefined)	?	?	2	0%	87	5%	3	-0.2	-4%
CCC(c1nnnn1C1CCCCC1)N1CCC2(CC1)C(=O)NCN2c1ccccc1 (centres undefined)	15%	8%	5	-23%	0	-2%	-11	-0.4	4%
COC(=O)C1=C(c2ccc(-c3ccccc3)c(F)c2)C[C@@H]2CC[C@H]1N2C(=O)NCCc1ccccc1	?	-8%	4	-13%	6	2%	-27	-0.2	0%
CC(=O)c1ccc2c(c1)OCO2	0%	3%	3	2%	-16	8%	-4	-0.1	2%
